High-throughput results as filed in PubChem BioAssay.
core dimer inh – blocks dimerization of HCV core protein; inhibition, % at 5 µM; 300,000 tested, 0.33% active; TR-FRET GST/Flag-core106 dimerization, 1536-well; AID 1899;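 active means inhibition above the mean of all tested compounds plus 3 SD, set per screening campaign, cut at about 45% in these data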
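System: GST-tagged and Flag-tagged HCV core protein residues 1-106 / Input: core106 proteins, GST 13.5 nM and Flag 17 nM / Buffer or medium: KF-containing HEPES buffer, pH 7.45, DTT, CHAPS, BSA / Probe or stimulus: Eu-anti-GST and XL665-anti-Flag labelled anti-tag antibodies / Schedule: 4 h, 22.5 °C incubation / Technique: TR-FRET 671 and 617 nm emission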
PP5 primary – inhibitors of human protein phosphatase 5 (PP5). P53041. purified PP5c, OMFP substrate fluorescence. inhibition, % at 6.7 µM. 320,000 tested, 0.18% active. AID 1987;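 active means inhibition above the campaign's mean inhibition across all tested compounds plus 3 SD, cut at about 9.5% in these data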;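 further: 0% = DMSO only and 100% = 100 µM cantharidin control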
CTSL1 counter – cathepsin L1 inhibition, PFM18AAP counter-screen; recombinant F. hepatica cathepsin L1, Z-Leu-Arg-MCA fluorescence; AID 1906; 300,000 tested, 0.49% active; inhibition, % at 5.96 µM;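 active means inhibition above the mean of all tested compounds plus 3 SD, set per screening campaign, cut at about 17% in these data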;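 further: 0% = plate median of test compound wells and 100% = 1 µM Z-Phe-Ala-diazomethylketone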
Efflux pump mplx – blocks antifungal efflux pumps in multiplex yeast assay. 330,000 tested, 0.44% active. inhibition, % at 10 µM. S. cerevisiae Candida pump triplex, Nile Red efflux. AID 485275;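 active means plate passing quality check with inhibition over a set limit, or well fluorescence over plate mean plus 4 SD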;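 further: Nile Red retained in pooled yeast measured as flow cytometry median fluorescence; 0% = buffer negative control and 100% = Enniatin B positive control; higher means more Nile Red kept so more efflux inhibition; some compounds called inactive have numbers as strong as hits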
PREPL inh – inhibits the human prolyl oligopeptidase-like enzyme | 320,000 tested, 0.68% active | recombinant PREPL, fluorescence polarization activity-based probe | inhibition, % at 5.96 µM | AID 2751; in the data active means inhibition above about 43%;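 further: 0% = enzyme with DMSO and 100% = wells lacking enzyme; many of its hits are not listed in these tables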
Target sequence (Q4J6C6 whole entry, looked up): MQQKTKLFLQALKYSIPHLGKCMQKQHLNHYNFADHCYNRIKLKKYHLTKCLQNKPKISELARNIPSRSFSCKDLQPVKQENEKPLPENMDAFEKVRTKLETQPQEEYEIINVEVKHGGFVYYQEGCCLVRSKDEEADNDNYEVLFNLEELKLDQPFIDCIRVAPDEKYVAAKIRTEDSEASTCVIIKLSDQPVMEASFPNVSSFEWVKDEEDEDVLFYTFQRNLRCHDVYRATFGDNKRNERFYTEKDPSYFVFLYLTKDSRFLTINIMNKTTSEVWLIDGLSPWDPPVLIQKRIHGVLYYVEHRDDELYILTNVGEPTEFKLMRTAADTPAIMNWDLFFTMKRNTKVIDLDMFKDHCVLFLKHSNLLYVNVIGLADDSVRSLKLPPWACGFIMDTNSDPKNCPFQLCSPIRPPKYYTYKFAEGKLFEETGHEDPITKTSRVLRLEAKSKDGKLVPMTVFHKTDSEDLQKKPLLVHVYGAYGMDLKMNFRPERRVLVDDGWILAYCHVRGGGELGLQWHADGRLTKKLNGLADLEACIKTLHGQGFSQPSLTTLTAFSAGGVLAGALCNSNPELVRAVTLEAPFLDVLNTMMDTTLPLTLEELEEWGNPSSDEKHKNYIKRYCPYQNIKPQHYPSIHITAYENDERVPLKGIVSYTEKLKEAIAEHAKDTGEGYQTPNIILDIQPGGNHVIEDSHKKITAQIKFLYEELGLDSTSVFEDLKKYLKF
PP1 counter – counter-screen for PP5 inhibitors: inhibitors of human PP1-alpha | purified PP1alpha, OMFP fluorescence | inhibition, % at 6.7 µM | 320,000 tested, 0.9% active | AID 2235;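 active means inhibition above the mean inhibition of all tested compounds plus 3 SD, computed separately for each screening campaign, cut at about 15% in these data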
Target sequence (P62136 whole entry, looked up): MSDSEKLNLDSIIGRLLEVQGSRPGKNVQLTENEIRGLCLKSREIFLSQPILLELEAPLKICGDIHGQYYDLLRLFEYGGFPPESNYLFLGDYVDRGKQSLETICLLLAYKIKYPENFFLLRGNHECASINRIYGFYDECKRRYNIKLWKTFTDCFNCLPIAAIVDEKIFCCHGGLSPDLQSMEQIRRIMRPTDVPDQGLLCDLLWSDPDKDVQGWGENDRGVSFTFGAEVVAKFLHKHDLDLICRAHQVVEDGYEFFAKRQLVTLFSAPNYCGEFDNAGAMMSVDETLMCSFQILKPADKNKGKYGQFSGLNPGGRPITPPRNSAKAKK
EBNA-1 inhibitor – blocks EBNA-1 binding to DNA; EBNA-1 DNA binding, fluorescence polarization; inhibition, % at 14.8 µM; 300,000 tested, 0.34% active; AID 1950; in the data active means inhibition above about 28%
ZTA DNA inh – blocks Epstein-Barr virus ZTA, an EBNA-1 counter-screen. inhibition, % at 11 µM. P03206. AID 2234. ZTA-DNA binding, fluorescence polarization. 320,000 tested, 0.15% active; in the data active means inhibition above about 33%
TPT1 inh – C. albicans TPT1 enzyme inhibition; inhibition, % at 5 µM; 300,000 tested, 0.81% active; recombinant caTPT1, FP RNA substrate dephosphorylation;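 active means inhibition above the mean of all tested compounds plus 3 SD, set per screening campaign, cut at about 24% in these data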;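 further: plate controls were DMSO alone for no effect and ferristatin control at 100 nM for full effect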
Starred values were filed as active, the others as inactive. An excerpt. The share of hits here may be higher or lower than overall.

Screening CC(C(=O)N1CC2(C)CC1CC(C)(C)C2)N1C(=O)c2ccccc2C1=O (centres undefined) returned core dimer inh -9, PP5 primary 2.2, CTSL1 counter 4, Efflux pump mplx 0.1, PREPL inh 10, PP1 counter -1, EBNA-1 inhibitor -10, ZTA DNA inh 6 and TPT1 inh -1.
For C=C[C@@H]1c2ccccc2N(S(=O)(=O)c2ccc(C)cc2)[C@H](c2ccccc2C(F)(F)F)C1(C#N)C#N the results were PP5 primary 0.8, Efflux pump mplx -0.2, PREPL inh -6, PP1 counter -6 and ZTA DNA inh 8.
`CC(C)CC[n+]1ccccc1/C=C/c1ccc(N(C)C)cc1` gave core dimer inh -9, PP5 primary 1.7, CTSL1 counter 4, Efflux pump mplx 4.0*, PREPL inh 10, PP1 counter 1, EBNA-1 inhibitor -7, ZTA DNA inh 2 and TPT1 inh 44*.
`c1coc(CNc2nc3sc4c(c3c3ncnn23)CCCC4)c1` gave core dimer inh 7, PP5 primary 2.6, CTSL1 counter 6, Efflux pump mplx -0.1, PREPL inh 19, PP1 counter 4, EBNA-1 inhibitor 6, ZTA DNA inh -3 and TPT1 inh 2.
For CN(Cc1cn(C)nc1-c1ccccc1F)CC1CCN(Cc2ccccc2)CC1 the results were core dimer inh 3, PP5 primary 0.2, CTSL1 counter -1, Efflux pump mplx -0.1, PREPL inh -3, PP1 counter -6, EBNA-1 inhibitor 2, ZTA DNA inh -18 and TPT1 inh 3.
`COCC(=O)N(CCc1ccc(OC)cc1)Cc1nc2ccccc2c(=O)[nH]1` gave core dimer inh -3, PP5 primary 2.9, CTSL1 counter 1, Efflux pump mplx 0.2, PREPL inh -4, PP1 counter 1, EBNA-1 inhibitor -6, ZTA DNA inh -4 and TPT1 inh -4.
`Cc1cc(C)c(S(=O)(=O)c2ccc(Cl)cc2C)c(Cl)n1` gave core dimer inh -1, PP5 primary 2.0, CTSL1 counter -9, Efflux pump mplx 0.3, PREPL inh -6, PP1 counter 5, EBNA-1 inhibitor 9, ZTA DNA inh -11 and TPT1 inh -3.
Screening CCC(C)NC(=O)c1ccc2nc(-c3ccc(OC)c(OC)c3)c(-c3ccc(OC)c(OC)c3)nc2c1 (centres undefined) returned core dimer inh 5, PP5 primary 0.9, CTSL1 counter 1, Efflux pump mplx 0.1, PREPL inh -3, PP1 counter -1, EBNA-1 inhibitor 5, ZTA DNA inh 6 and TPT1 inh 0.
Cc1ccc(S(=O)(=O)N2C(=O)C(c3ccccc3)SC2=Nc2ccccc2)cc1 (centres undefined) was read as core dimer inh 14, PP5 primary -2.8, CTSL1 counter 6, Efflux pump mplx 0.0, PREPL inh -3, PP1 counter -3, EBNA-1 inhibitor 5, ZTA DNA inh -4 and TPT1 inh 1.
For O=C(Nc1cccc(-c2cccc(Cl)c2)c1)C1CCN(CC2CCOC2)CC1 (centres undefined) the results were core dimer inh -1, PP5 primary 2.3, CTSL1 counter -2, Efflux pump mplx 0.1, PREPL inh -40, PP1 counter 1, EBNA-1 inhibitor -10, ZTA DNA inh 6 and TPT1 inh -1.
CC1(C)CN(c2cccc(-c3ccnc4ncnn34)c2)C1=O was read as core dimer inh 1, PP5 primary -1.0, CTSL1 counter -5, Efflux pump mplx 0.1, PREPL inh 5, PP1 counter -4, EBNA-1 inhibitor 2, ZTA DNA inh -9 and TPT1 inh 1.
Screening CC(C)(CN1CCCC1)NS(=O)(=O)c1ccccc1 returned core dimer inh -2, PP5 primary 1.2, CTSL1 counter -5, Efflux pump mplx 2.1, PREPL inh 12, PP1 counter 2, EBNA-1 inhibitor -16, ZTA DNA inh -11 and TPT1 inh -5.

The closing 2 entries of the section before come first, to join the parts.
CC1(C)CN(c2cccc(-c3ccnc4ncnn34)c2)C1=O was read as core dimer inh 1, PP5 primary -1.0, CTSL1 counter -5, Efflux pump mplx 0.1, PREPL inh 5, PP1 counter -4, EBNA-1 inhibitor 2, ZTA DNA inh -9 and TPT1 inh 1.
Screening CC(C)(CN1CCCC1)NS(=O)(=O)c1ccccc1 returned core dimer inh -2, PP5 primary 1.2, CTSL1 counter -5, Efflux pump mplx 2.1, PREPL inh 12, PP1 counter 2, EBNA-1 inhibitor -16, ZTA DNA inh -11 and TPT1 inh -5.
For Cc1nn(-c2ccccc2)c(C)c1CCC(=O)O the results were core dimer inh -1, PP5 primary 3.0, CTSL1 counter -1, Efflux pump mplx 0.0, PREPL inh 5, PP1 counter 3, EBNA-1 inhibitor -6, ZTA DNA inh -7 and TPT1 inh 3.
For Cc1csc2ncc(C(=O)NCc3ccccc3Cl)c(=O)n12 the results were core dimer inh 14, PP5 primary -0.4, CTSL1 counter 4, Efflux pump mplx 0.1, PREPL inh -1, PP1 counter 3, EBNA-1 inhibitor 2, ZTA DNA inh 2 and TPT1 inh -1.
Screening Cc1cccc(NC(=O)CSc2nnc(C)c(C)n2)c1 returned core dimer inh 0, PP5 primary 0.6, CTSL1 counter 3, Efflux pump mplx -0.1, PREPL inh 12, PP1 counter 0, EBNA-1 inhibitor -12, ZTA DNA inh 7 and TPT1 inh 1.
For CCN(CC(=O)NCc1ccc(Cl)cc1)C(=O)CSCC(=O)Nc1ccc(OC)cc1 the results were core dimer inh 1, PP5 primary -1.6, CTSL1 counter -1, Efflux pump mplx 0.0, PREPL inh 3, PP1 counter -2, EBNA-1 inhibitor 1, ZTA DNA inh -5 and TPT1 inh 1.
CC1(C)CC(NC(=O)C2CCN(S(=O)(=O)c3ccccc3C(F)(F)F)CC2)CC(C)(C)N1 was read as core dimer inh -7, PP5 primary 0.0, CTSL1 counter 1, Efflux pump mplx -0.2, PREPL inh 14, PP1 counter -2, EBNA-1 inhibitor -1, ZTA DNA inh -4 and TPT1 inh -2.
For C=CCN(C(=O)CNS(=O)(=O)c1ccccc1)C(C(=O)NCCOC)c1cccnc1 (centres undefined) the results were core dimer inh -1, PP5 primary -0.3, CTSL1 counter 4, Efflux pump mplx 0.2, PREPL inh 2, PP1 counter -3, EBNA-1 inhibitor 8, ZTA DNA inh 8 and TPT1 inh -3.
`Cc1ccccc1CC(=O)NC1CCCc2ccccc21` (centres undefined) gave core dimer inh 0, PP5 primary 0.7, CTSL1 counter 3, Efflux pump mplx 0.0, PREPL inh 8, PP1 counter -2, EBNA-1 inhibitor -5, ZTA DNA inh 3 and TPT1 inh -1.
For CCC(C)NS(=O)(=O)c1ccc(OCC(=O)Nc2ccc3c(c2)OCCO3)cc1 (centres undefined) the results were core dimer inh -1, PP5 primary 1.3, CTSL1 counter -1, Efflux pump mplx 0.0, PREPL inh -8, PP1 counter 1, EBNA-1 inhibitor -5, ZTA DNA inh -3 and TPT1 inh -1.
Cc1cc(C)nc(S/C=C/C(=O)c2ccccc2F)n1 was read as core dimer inh 9, PP5 primary -0.5, CTSL1 counter 5, Efflux pump mplx 0.1, PREPL inh 10, PP1 counter -5, EBNA-1 inhibitor 3, ZTA DNA inh 8 and TPT1 inh -2.
COc1ccc(N2CCN(C(=O)CSc3nnc4c5cc(C)ccc5n(C)c4n3)CC2)cc1 was read as core dimer inh 7, PP5 primary 1.6, CTSL1 counter 1, Efflux pump mplx -0.1, PREPL inh 30, PP1 counter 2, EBNA-1 inhibitor -3, ZTA DNA inh 13 and TPT1 inh -1.
`Cc1ccc(NC(=O)[C@@H]2CCCN2C(=O)c2cccs2)cc1S(=O)(=O)N1CCCCC1` gave PP5 primary 0.8, Efflux pump mplx -0.1, PREPL inh 4, PP1 counter 0 and ZTA DNA inh -16.
`CCN(CC)CCCNC(=O)C1CCN(c2ncnc3c2sc2cccc(F)c23)CC1` gave core dimer inh 0, PP5 primary 0.9, CTSL1 counter -2, Efflux pump mplx -0.1, PREPL inh 16, PP1 counter -4, EBNA-1 inhibitor 10, ZTA DNA inh 4 and TPT1 inh -3.
Screening CCCc1nn(C)c2c(=O)[nH]c(-c3cc(S(=O)(=O)Nc4ccc(NC(C)=O)cc4)ccc3OCC)nc12 returned core dimer inh 4, PP5 primary 1.6, CTSL1 counter 0, Efflux pump mplx 0.0, PREPL inh 7, PP1 counter -1, EBNA-1 inhibitor 3, ZTA DNA inh 8 and TPT1 inh -2.
CCOC(=O)C1Cc2ccccc2C(=O)O1 (centres undefined) was read as core dimer inh -1, PP5 primary 1.5, CTSL1 counter 1, Efflux pump mplx -0.1, PREPL inh 3, PP1 counter -1, EBNA-1 inhibitor 0, ZTA DNA inh 5 and TPT1 inh 0.
`CCO[C@H]1OC(C(=O)N2CCN(Cc3ccc4c(c3)OCO4)CC2)=C[C@@H](C2CC2)[C@@H]1CCCO` gave core dimer inh -7, PP5 primary 2.4, CTSL1 counter -1, Efflux pump mplx 0.1, PREPL inh 17, PP1 counter 2, EBNA-1 inhibitor 3, ZTA DNA inh -6 and TPT1 inh 5.
`Clc1cccc(Cl)c1COc1ccccc1CNn1cnnc1` gave core dimer inh 0, PP5 primary -1.3, CTSL1 counter 1, Efflux pump mplx 0.1, PREPL inh 0, PP1 counter 1, EBNA-1 inhibitor -8, ZTA DNA inh 12 and TPT1 inh 0.
For COc1cc(/C=N/n2c(C)nc3ccccc3c2=O)cc(OC)c1O the results were core dimer inh 4, PP5 primary 0.3, CTSL1 counter -1, Efflux pump mplx 0.2, PREPL inh 2, PP1 counter -5, EBNA-1 inhibitor -4, ZTA DNA inh 7 and TPT1 inh -5.
Screening Cc1ccc(NC(=S)N2CCSC2c2cccs2)cc1 (centres undefined) returned core dimer inh 1, PP5 primary 0.4, CTSL1 counter -6, Efflux pump mplx -0.2, PREPL inh -3, PP1 counter 0, EBNA-1 inhibitor 12, ZTA DNA inh 9 and TPT1 inh -1.
`O=C(O)c1cc2ccccc2c(N=Nc2cccnc2)c1O` gave core dimer inh -16, PP5 primary 0.3, CTSL1 counter 4, Efflux pump mplx -0.2, PREPL inh 10, PP1 counter 0, EBNA-1 inhibitor 3, ZTA DNA inh 5 and TPT1 inh -3.
`Cc1cc(C)c2c(c1)C1C=CCC1C(c1ccc(S(=O)(=O)N3CCOCC3)cc1)N2` (centres undefined) gave core dimer inh 63*, PP5 primary 1.2, CTSL1 counter 2, Efflux pump mplx -0.1, PREPL inh 25, PP1 counter 6, EBNA-1 inhibitor 5, ZTA DNA inh -10 and TPT1 inh 8.
Screening O=C(O)C1CCCCC1C(=O)NCc1ccc(F)cc1 (centres undefined) returned core dimer inh 0, PP5 primary 1.4, CTSL1 counter -3, Efflux pump mplx 0.0, PREPL inh 0, PP1 counter -4, EBNA-1 inhibitor 4, ZTA DNA inh 19 and TPT1 inh -4.
COc1cc(/C=N/NC(=O)COc2ccccc2[N+](=O)[O-])ccc1OC(=O)c1ccco1 was read as core dimer inh 8, PP5 primary 1.3, CTSL1 counter -4, Efflux pump mplx 0.4, PREPL inh 101*, PP1 counter 2, EBNA-1 inhibitor 2, ZTA DNA inh 13 and TPT1 inh 0.
Screening CCc1ccc(Cn2nnc(C(=O)Nc3ccc(OC)cc3OC)c2N)cc1 returned core dimer inh 0, PP5 primary -2.2, CTSL1 counter 1, Efflux pump mplx -0.1, PREPL inh 7, PP1 counter -17, EBNA-1 inhibitor 1, ZTA DNA inh 3 and TPT1 inh 0.
